H37Rv inhibition: M. tuberculosis growth inhibition, HTS (AID 449762); inhibition, % at 25 µM, or IC50 in µM where a hit was titrated; 0.59% of 330,000 active; M. tuberculosis H37Rv growth inhibition, 7H9 media; higher % means a stronger effect; in the data active = a potency from the dose series; inconclusive = inhibition above about 70% without an active follow-up result;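 note: bacterial growth assessed after seven days of incubation; strong numbers were not always called active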
M. tuberculosis: growth inhibition of non-replicating M. tuberculosis (AID 488890); inhibition, % at 25 µM; hits with a dose series show IC50 in µM; 0.39% of 320,000 active; Mycobacterium tuberculosis non-replicating, growth inhibition; higher % means a stronger effect; in the data active = a potency from the dose series; inconclusive = inhibition mostly from about 82% at the one dose, without a potency; inactive = the rest, 99 in 100 with inhibition below about 76%;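 note: plate controls were DMSO cells for no effect and high antibiotic wells for full effect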
H1N1 NS1A inhibition: H1N1 influenza NS1A inhibitors, functional cell based assay (AID 504329) | 0.3% of 340,000 active | one-dose inhibition, % at 12.5 µM; IC50 in µM for titrated hits | NS1A functional cell-based assay, percent inhibition; higher % means a stronger effect; in the data active = a potency from the dose series; inconclusive = inhibition above about 27% without an active follow-up result; note: strong numbers were not always called active
PhoP GFP inhibition: PhoP regulon inhibitors, Salmonella typhi PhoP promoter GFP reporter, confirmatory (AID 1850). Salmonella Typhi PhoP-promoter GFP reporter, fluorescence, 4 h; higher % means a stronger effect. inhibition, % at 50 µM; hits with a dose series show IC50 in µM. 0.33% of 310,000 active; in the data active = a potency from the dose series; inconclusive = inhibition mostly from about 25% at the one dose, without a potency; inactive = the rest, 99 in 100 with inhibition below about 19%;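 note: 0% = induced wells with vehicle and 100% = uninduced wells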
VEEV TC-83 Vero: inhibitors of VEEV TC-83 cytopathic effect, confirmation, Vero cells (AID 588727) | 0.13% of 350,000 active | Vero cells, VEEV TC-83 cytopathic effect inhibition; higher % means a stronger effect | one-dose inhibition, % at 20 µM; IC50 in µM for titrated hits; in the data active = a potency from the dose series; inconclusive = inhibition mostly from about 14% at the one dose, without a potency; inactive = the rest, 99 in 100 with inhibition below about 12%; note: strong numbers were not always called active
VEEV TC-83 Vero 10K pilot screen: second read-out of VEEV TC-83 Vero, no call of its own (marks repeat the call); inhibition, %; measured here: 10K pilot screen inhibition
* hit, by the source's call; i = inactive; ? = inconclusive; · = not tested or not shown. Compounds were not picked by outcome; any-hit rate near 1.5%.

SMILES	H37Rv inhibition	M. tuberculosis	H1N1 NS1A inhibition	PhoP GFP inhibition	VEEV TC-83 Vero	others
COc1ccc(N(CC(=O)Nc2nccs2)S(=O)(=O)c2c(C)nn(C)c2C)cc1	-7%	19%	4%	1%	0.0%	VEEV TC-83 Vero 10K pilot screen=0.1
O=C(c1cc(-c2ccc(Cl)cc2)n(-c2cc(Cl)ccc2Cl)n1)N1CCOCC1	-1%	-5%	10%	-3%	0.9%
CCCNC(=O)CCc1cc(C(C)(C)C)c(O)c(C(C)(C)C)c1	2%	20%	-5%	-2%	i
CCCCOC(=O)C1=C(C)NC(=O)NC1c1ccccc1 (centres undefined)	-1%	2%	-3%	-6%	0.1%
COCCN1C(=O)C(=O)/C(=C(/O)c2cccc(OC)c2)C1c1ccco1 (centres undefined)	4%	-11%	19%	5%	1.4%
Cc1cnc(C(=O)OCC(=O)N(C)CC(=O)Nc2ccccc2Cl)cn1	-4%	-9%	-9%	6%	1.9%
CCOc1nc(NCc2ccco2)nc(Nc2ccc(OC)cc2)n1	8%	8%	-8%	1%	11%
CCC(C)c1ccccc1NC(=O)C(C)NCCN(C)C (centres undefined)	-10%	1%	4%	-9%	0.7%
Cc1cc(NC(=O)c2c(-c3ccccc3Cl)noc2C)no1	0%	-3%	4%	-1%	0.4%
O=C(NCCc1ccc(Cl)cc1)Nc1ccc(Cl)cc1	14%	13%	-21%	-11%	0.2%
CC(C)(C)C1CCC(=NNS(=O)(=O)c2ccc(Br)cc2)CC1 (centres undefined)	-1%	-15%	0%	2%	1.5%
CCN(CC)S(=O)(=O)c1cc([N+](=O)[O-])ccc1N=Nc1c(O)[nH]c2ccccc12	2%	-5%	-8%	11%	0.5%
Cc1cnc[nH]1	2%	0%	-4%	·	0.5%
O=C(NCCc1ccc(F)cc1)c1cccc2c1C(=O)c1ccc(N3CCC(Cc4ccccc4)CC3)cc1S2(=O)=O	2%	17%	-26%	·	3.2%
CCOc1ccc(C(=O)CCC(=O)NC(C)C(=O)OC)cc1 (centres undefined)	-7%	-8%	-8%	6%	i
COc1ccccc1C(=O)Nn1cnc2ccccc2c1=O	0%	8%	-6%	8%	0.1%
Cc1cccn2c(=O)nc(SCC(=O)NC3CCCCC3)nc12	-4%	-6%	-11%	2%	1.9%
O=C1CC(c2c[nH]c3ccccc23)C(=O)N1c1ccccc1 (centres undefined)	4%	24%	-1%	1%	2.8%
CN(CC(=O)NC1CC1)S(=O)(=O)c1cc(Cl)ccc1Cl	-9%	-3%	4%	-1%	3.1%
c1ccc2oc(N3CCNCC3)nc2c1	-6%	4%	-2%	1%	i
CN(C)CCCNC(=O)/C(=C\c1ccc(-c2cccc([N+](=O)[O-])c2)o1)NC(=O)c1ccccc1	-6%	11%	10%	15%	i
O=C(COC(=O)CCCNC(=O)c1ccc(Cl)cc1)NC1CC1	0%	-4%	-7%	-1%	0.0%
Nc1nc(SCC(=O)Nc2ncc(C(F)(F)F)cc2Cl)n[nH]1	-1%	-3%	4%	-17%	i
O=C(Cc1ccccc1)OCn1nnc2ccccc2c1=O	?	38%	-4%	0%	1.0%
COc1ccc(-c2c(-c3cc(OC)cc(OC)c3)n(C)c3ccc(-c4ccc5[nH]ccc5c4)cc23)cc1	11%	-4%	14%	·	3.2%

New compounds follow:
SMILES	H37Rv inhibition	M. tuberculosis	H1N1 NS1A inhibition	PhoP GFP inhibition	VEEV TC-83 Vero	others
O=C(c1ccccc1)N1N=C(c2cccs2)CC1c1ccccc1O (centres undefined)	10%	50%	-24%	-6%	7.9%
CCOC(=O)COc1ccc(S(=O)(=O)N2CCN(C(=O)OCC)CC2)cc1	-15%	-24%	-8%	-18%	i
c1ccc(CCn2nnnc2CN2CCCc3ccccc32)cc1	-2%	10%	14%	10%	1.0%
CCOc1cc(S(=O)(=O)NCc2cccs2)ccc1Cl	?	8%	-3%	-8%	1.7%
CC(=O)c1cccc(NC(=O)c2ccc(C)c(S(=O)(=O)N3CCOCC3)c2)c1	0%	0%	11%	3%	2.3%
O=C1CCc2cc(S(=O)(=O)Nc3cccc(F)c3)cc3c2N1CC3	-2%	-1%	1%	3%	1.9%
O=C(COC(=O)c1ccccn1)Nc1cccc(Cl)c1Cl	-5%	6.1µM*	5%	-5%	4.7%
COc1cc(C(=O)OCC(=O)NCC2CCCCC2)ccc1OCC(C)C	3%	-2%	-6%	4%	2.0%
CCOC(=O)c1ccc(Nc2cc(C)nc(N3CCOCC3)n2)cc1	?	11%	8%	8%	i
O=C(CCN1C(=O)/C(=C/c2ccc(F)cc2)SC1=S)NC1C=CS(=O)(=O)C1 (centres undefined)	2%	7%	-5%	4%	5.0%
COc1ccc(-c2nn(C)c(=O)c3ccccc23)cc1NC(=O)Cn1nc(C)c2ccccc2c1=O	13%	-1%	7%	3%	6.7%
CCN(CC)CC#CCC(O)(c1ccccc1)c1ccccc1	0%	5%	-4%	1%	i
CNC(=O)CSc1nnc(NC(=O)C2CC(=O)N(c3ccccc3OC)C2)s1 (centres undefined)	-16%	-6%	-7%	-5%	0.9%
NC(=O)Cc1cn(-c2ncc(C(F)(F)F)cc2Cl)c2ccccc12	-2%	-2%	-7%	2%	3.9%
COc1cc(C2NC(=O)C(C#N)=C(S)N2c2ccc(C)cc2)ccc1OC(C)C (centres undefined)	-13%	17%	7%	5%	i
COc1ccc(/C=N/Nc2nnc(Cc3ccc(OC)c(OC)c3)c(=O)[nH]2)cc1OC	-4%	1%	-2%	-9%	6.2%
C/C(=N\Nc1ccc2nncn2n1)c1ccco1	8%	2%	7%	2%	3.5%
Cc1ccc(Cl)cc1N1CCN(C(=O)CNC(=O)c2ccc(Br)o2)CC1	33%	43%	1%	·	8.4%
CCOC(=O)Nc1ccc2c(c1)N(C(=O)CCN1CCOCC1)c1ccccc1S2=O (centres undefined)	0%	3.6µM*	-9%	2%	5.3%
Nc1nc(NC(=O)c2ccco2)nn1-c1ccccc1	3%	-10%	5%	-5%	i
COC(=O)C1CCN(C(=O)CSc2nnc(-c3ccccc3)o2)CC1	19%	?	-6%	10%	1.1%
O=C(CSc1nccn1-c1ccc(Cl)cc1)N1CCCc2ccccc21	-4%	34%	6%	-5%	8.6%
COc1cccc(CN(C)CC(=O)Nc2cc(S(=O)(=O)N3CCCC3)ccc2Cl)c1OC	·	·	-4%	·	6.5%
CN(C)CCn1c(SCc2ccccc2C#N)nc2c(sc3ccccc32)c1=O	16%	41%	1%	5%	0.8%
Cc1ccc(S(=O)(=O)N(C)c2ccc(OCC(=O)Nc3nnc(C4CC4)s3)cc2)cc1	·	·	-6%	·	0.3%

The results go on.
SMILES	H37Rv inhibition	M. tuberculosis	H1N1 NS1A inhibition	PhoP GFP inhibition	VEEV TC-83 Vero	others
Cc1ccc(NC(=O)CNC(=O)CC23CC4CC(CC(C4)C2)C3)c(O)c1	13%	13%	-7%	7%	7.0%
CCn1c(C)nnc1SCC(=O)NC1CCCCCC1	-6%	-3%	-5%	-6%	0.6%
S=C(NCc1ccc(Cl)cc1)Nc1ccncc1	-1%	57%	-8%	19µM*	i
CCN(CC(=O)c1c(N)n(C)c(=O)n(C)c1=O)c1cccc2ccccc12	1%	-6%	7%	-3%	i
N#Cc1c(N)nc(Sc2ccc(Cl)cc2)c(C#N)c1-c1ccccc1Cl	7%	20%	2%	-5%	7.2%
CN1CCN(c2ccc(NC(=O)c3cc(Cl)c4c(c3)OCCO4)cc2)CC1	·	·	6%	·	9.7%
CCOC(=O)C1CN(S(=O)(=O)c2ccccc2)CCN1S(=O)(=O)c1ccccc1 (centres undefined)	4%	6%	0%	1%	i
Cc1ccc(S(C)(=O)=O)cc1S(=O)(=O)Nc1cccc(Cl)c1	3%	-26%	-10%	10%	1.0%
O=C(CN1C(=O)COc2ccccc21)N1CCCc2ccccc21	-2%	12%	-4%	-4%	0.1%
Cc1ccc2[nH]c(=O)c(CN(CC3COCCO3)C(=O)Nc3ccccc3F)cc2c1 (centres undefined)	3%	19%	9%	-3%	9.8%
Cc1cc(C)n2nc(CC(=O)NNC(=O)COc3cccc(C)c3C)nc2n1	-1%	-26%	-4%	-14%	0.9%
CC1CCN(C(=S)SCc2nc(N)nc(Nc3ccccc3)n2)CC1	5%	?	-16%	12%	i
CC(Oc1ccc(Cl)cc1Cl)C(=O)N/N=C1\CCCc2ccccc21 (centres undefined)	-12%	-12%	6%	-4%	1.0%
CC(=O)Nc1ccc(NC(=O)C(C)OC(=O)CN(C)S(=O)(=O)c2ccc(Cl)cc2)cc1 (centres undefined)	4%	-2%	5%	-1%	1.3%
Cc1c(Br)c([N+](=O)[O-])nn1CCCC(=O)Nc1sc2c(c1C#N)CCC2	-7%	3%	9%	-4%	4.7%
O=C(NCCc1c[nH]c2ccccc12)c1ccc(-n2cnnn2)cc1	4%	32%	-11%	-5%	7.6%
COC(=O)C1=C(C)N=C2SC(C)C(=O)N2C1c1cccs1 (centres undefined)	-4%	1%	2%	7%	2.5%
Cc1cc(SCC(=O)c2cc(C)n(C)c2C)nc2ccccc12	7%	-10%	15%	-8%	i
Cc1cccc(CCNS(=O)(=O)c2cc3c(cc2C)NC(=O)CO3)c1	-2%	10%	-6%	5%	1.2%
Cn1c(O)c(C(=NCCc2c[nH]c3ccccc23)c2ccccc2)c(=O)n(C)c1=O	7%	11%	-4%	-20%	i
OCCC1CN(Cc2ccccc2-c2ccco2)CCN1Cc1ccsc1 (centres undefined)	3%	25%	-5%	-4%	0.9%
c1c(C2CCCCC2)n[nH]c1CN1CCCCC1	4%	4%	-10%	14%	0.9%
COCCNC(=O)CCc1c(C)nc2nc(-c3cc(OC)cc(OC)c3)nn2c1C	1%	-10%	4%	-8%	1.0%
CCC(=O)N1c2ccccc2NC2=C(C(=O)CCC2)C1c1cccnc1 (centres undefined)	-6%	-13%	2%	6%	i
COc1ccc(CCNC(=O)COc2ccc(S(=O)(=O)N3CCOCC3)cc2C)cc1	8%	8%	-4%	5%	1.3%

Structural class, the entries above containing fluorine
SMILES	H37Rv inhibition	M. tuberculosis	H1N1 NS1A inhibition	PhoP GFP inhibition	VEEV TC-83 Vero	others
O=C(NCCc1ccc(F)cc1)c1cccc2c1C(=O)c1ccc(N3CCC(Cc4ccccc4)CC3)cc1S2(=O)=O	2%	17%	-26%	·	3.2%
Nc1nc(SCC(=O)Nc2ncc(C(F)(F)F)cc2Cl)n[nH]1	-1%	-3%	4%	-17%	i
O=C1CCc2cc(S(=O)(=O)Nc3cccc(F)c3)cc3c2N1CC3	-2%	-1%	1%	3%	1.9%
O=C(CCN1C(=O)/C(=C/c2ccc(F)cc2)SC1=S)NC1C=CS(=O)(=O)C1 (centres undefined)	2%	7%	-5%	4%	5.0%
NC(=O)Cc1cn(-c2ncc(C(F)(F)F)cc2Cl)c2ccccc12	-2%	-2%	-7%	2%	3.9%
Cc1ccc2[nH]c(=O)c(CN(CC3COCCO3)C(=O)Nc3ccccc3F)cc2c1 (centres undefined)	3%	19%	9%	-3%	9.8%

(more compounds)
SMILES	H37Rv inhibition	M. tuberculosis	H1N1 NS1A inhibition	PhoP GFP inhibition	VEEV TC-83 Vero	others
Cc1cc(C(=O)CS(=O)(=O)c2ccccc2)cc(C)c1O	-2%	-25%	-2%	0%	i
CCN(CC)c1ccc(-c2sc(Nc3ccccc3)n[n+]2-c2ccc(F)cc2)cc1	?	9µM*	6%	-49%	4.8%	VEEV TC-83 Vero 10K pilot screen=3.6
O=C(O)C[C@H]1c2cc(F)ccc2S(=O)(=O)N1Cc1ccccc1	8%	-5%	7%	3%	1.6%
c1ccc(C2=NN(c3ccccc3)CC2)cc1	2%	2%	-1%	5%	0.5%
CC(C)CC(NC(=O)c1cccs1)c1nnc(SCc2ccc(Cl)c(Cl)c2)n1C (centres undefined)	0%	33%	-1%	-5%	7.5%
COc1ccc(S(=O)(=O)N2CCN(C(=O)c3cc(C4CC4)nn3-c3ccccc3)CC2)cc1OC	-7%	-4%	-10%	·	0.3%
O=C(COc1ccc2ccccc2c1)NCCn1ccc2ccccc21	1%	24%	3%	9%	5.6%
COC(=O)c1c(C)nn(-c2ccccc2)c1N	-4%	·	-6%	2%	1.2%
COc1ccc(NC(=O)CC2CC3CCC2C3)cn1 (centres undefined)	-17%	3%	4%	-13%	1.1%
COc1cc2[nH]c(=O)n(CCC(=O)NC3CCCC3)c(=O)c2cc1OC	-4%	-3%	9%	-2%	9.5%
COc1ccc(CNc2oc(-c3ccccc3)nc2C#N)cc1	-3%	39%	14%	5%	0.5%
Cc1ccc(/C=C2\SC(=S)N(C(Cc3ccccc3)C(=O)O)C2=O)cc1 (centres undefined)	5%	23%	0%	-8%	0.8%	VEEV TC-83 Vero 10K pilot screen=0.1
